# Screens (PubChem)
# pPAFAH inh: inhibitors of human plasma PAF acetylhydrolase (pPAFAH); recombinant pPAFAH, FP-rhodamine probe fluorescence polarization; AID 463082; 330,000 compounds, 1.5% hits; Q13093; inhibition, % at 3.39 µM;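 active means inhibition above the mean inhibition across the screen plus 3 SD, cut at about 25% in these data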;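 further: inhibitors block binding of the rhodamine activity-based probe so polarization drops; 0% = enzyme with DMSO and 100% = wells lacking pPAFAH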
# Target sequence (Q13093 whole entry, looked up): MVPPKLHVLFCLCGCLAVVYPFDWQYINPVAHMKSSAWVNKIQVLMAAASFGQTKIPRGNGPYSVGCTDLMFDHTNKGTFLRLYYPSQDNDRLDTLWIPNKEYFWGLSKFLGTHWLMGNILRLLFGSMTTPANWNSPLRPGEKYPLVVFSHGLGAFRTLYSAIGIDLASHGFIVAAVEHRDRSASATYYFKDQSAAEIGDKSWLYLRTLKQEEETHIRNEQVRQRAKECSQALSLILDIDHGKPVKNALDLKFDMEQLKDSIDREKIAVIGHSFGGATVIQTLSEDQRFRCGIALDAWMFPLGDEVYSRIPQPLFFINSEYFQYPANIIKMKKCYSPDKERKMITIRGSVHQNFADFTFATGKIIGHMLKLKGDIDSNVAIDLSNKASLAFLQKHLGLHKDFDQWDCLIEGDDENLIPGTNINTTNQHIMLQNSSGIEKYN
# LYPLA2 inh: blocks human lysophospholipase 2, a PME1 counter-screen | O95372 | recombinant LYPLA2, FP-Rh probe fluorescence polarization | inhibition, % at 5.9 µM | 320,000 compounds, 0.38% hits | AID 2177;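 active means inhibition above the screen-wide mean plus 3 SD, limit set per campaign, cut at about 26% in these data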;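 further: 0% = LYPLA2 with DMSO and 100% = wells lacking LYPLA2 enzyme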
# PAFAH1B2 inh: PAFAH1B2 (human) inhibition; inhibition, % at 3.39 µM; 340,000 compounds, 1.2% hits; recombinant PAFAH1B2, FP-rhodamine activity probe, fluorescence polarization; AID 492953; P68402;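 active means inhibition above the mean of all tested compounds plus 3 SD, cut at about 24% in these data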;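 further: 0% = enzyme with DMSO and 100% = wells lacking PAFAH1B2; many of its hits are not listed in these tables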
# PAD4 inh: blocks human protein arginine deiminase 4 | Q9UM07 | recombinant PAD4, RCA probe fluorescence polarization | inhibition, % at 6.36 µM | 330,000 compounds, 0.41% hits;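 active means percent inhibition above a cutoff equal to the mean of all tested compounds plus 3 SD, cut at about 15% in these data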;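 further: 0% = PAD4 with RCA probe and DMSO and 100% = probe without PAD4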
# PME-1 inh: PME-1 (human) inhibition; Q9Y570; recombinant PME-1, FP-Rh probe fluorescence polarization; inhibition, % at 5.9 µM; 320,000 compounds, 0.53% hits;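 active means inhibition above the campaign mean of all compounds plus 3 SD, cut at about 26% in these data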;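 further: competitive labeling of PME-1 active site by serine hydrolase directed probe; 0% = PME-1 with DMSO and 100% = wells lacking PME-1 enzyme; inhibitors block probe labeling so polarization falls and inhibition rises; many of its hits are not listed in these tables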
# LYPLA1 counter: blocks human lysophospholipase 1, a PME1 counter-screen | recombinant LYPLA1, FP-Rh probe fluorescence polarization | inhibition, % at 5.9 µM | 320,000 compounds, 0.16% hits;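 active means inhibition above the mean of all tested compounds plus 3 SD, set per campaign, cut at about 14% in these data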;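 further: inhibitors block serine hydrolase probe labeling of LYPLA1 so polarization falls; 0% = enzyme with DMSO and 100% = wells lacking LYPLA1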
# Target sequence (O75608 whole entry, looked up): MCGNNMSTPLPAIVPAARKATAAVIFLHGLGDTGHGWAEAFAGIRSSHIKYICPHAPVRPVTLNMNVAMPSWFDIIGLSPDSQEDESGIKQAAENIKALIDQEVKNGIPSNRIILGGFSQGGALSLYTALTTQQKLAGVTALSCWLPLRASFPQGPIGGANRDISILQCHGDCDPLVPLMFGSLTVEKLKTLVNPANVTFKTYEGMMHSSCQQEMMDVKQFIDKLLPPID
# PAFAH1B3 inh: blocks human PAF acetylhydrolase 1B catalytic subunit 3. Q15102. recombinant PAFAH1B3, FP-rhodamine probe, fluorescence polarization. inhibition, % at 3.39 µM. 340,000 compounds, 0.28% hits;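 active means inhibition above the screen-wide average of all tested compounds plus 3 SD, cut at about 25% in these data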;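 further: 0% = enzyme with DMSO only and 100% = wells lacking PAFAH1B3 protein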
# Target sequence (Q15102 whole entry, looked up): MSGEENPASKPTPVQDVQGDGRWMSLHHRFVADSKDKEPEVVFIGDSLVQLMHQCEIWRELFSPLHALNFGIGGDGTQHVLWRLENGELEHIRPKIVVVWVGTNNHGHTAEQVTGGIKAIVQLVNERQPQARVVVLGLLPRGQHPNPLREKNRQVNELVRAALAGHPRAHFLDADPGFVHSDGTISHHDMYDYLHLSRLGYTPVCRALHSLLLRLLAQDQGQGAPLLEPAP
# GSTO1 inh: GSTO1 inhibition, counter-screen for RBBP9 inhibitors; P78417; recombinant GSTO1, activity-based probe fluorescence polarization; inhibition, % at 5.96 µM; 300,000 compounds, 1.1% hits; AID 1974;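 active means inhibition above the campaign mean inhibition plus 3 SD, cut at about 35% in these data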;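 further: 0% = GSTO1-1 with DMSO and 100% = wells lacking GSTO1-1 enzyme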
# PAFAH2 FP inh: PAFAH2 (human) inhibition | Q99487 | recombinant PAFAH2, FP-rhodamine activity probe, fluorescence polarization | AID 492956 | inhibition, % at 3.39 µM | 340,000 compounds, 0.99% hits;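 active means inhibition above the mean over all tested compounds plus 3 SD, cut at about 30% in these data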;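 further: inhibitors block probe labeling of enzyme so polarization drops; 0% = enzyme with DMSO and 100% = wells lacking PAFAH2 protein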
# * = called active by the depositor; / = not tested or not shown. A portion of the library, so the mix of outcomes need not match the whole.
SMILES,pPAFAH inh,LYPLA2 inh,PAFAH1B2 inh,PAD4 inh,PME-1 inh,LYPLA1 counter,PAFAH1B3 inh,GSTO1 inh,PAFAH2 FP inh
Cc1cc(O)c(C(C)C)cc1NC1=NS(=O)(=O)c2ccccc21,3,1,4,-5,1,-2,8,2,-3
CC(C)n1nc(C(=O)Nc2ccc3c(c2)OCO3)c2ccccc2c1=O,0,2,5,-2,0,-2,5,/,2
CCCn1c(=O)n(C)c(=O)c2c(SCC(=O)NC34CC5CC(CC(C5)C3)C4)nc(CC(C)C)nc21,-3,-3,-4,-1,-2,-5,4,2,-1
CSc1nc2ccc(NC(=O)C3=NN(c4ccccc4)C(=O)CC3)cc2s1,6,1,1,-3,-7,-3,-3,-3,-1
O=C(O)c1ccc[nH]c1=S,-3,4,-1,-2,4,1,7,19,0
COc1ccc(CCNC(=O)CSc2nnc3ccc(-c4cccnc4)nn23)cc1,0,-4,2,-6,-7,-5,6,6,0
C/C(=N/NC(=O)c1nnn(-c2nonc2N)c1COc1ccccc1)c1ccccc1,1,7,-5,-2,-6,-5,-4,3,-11
COC(=O)Nc1ccc(S(=O)(=O)N2CCCC(C(=O)NC3CCS(=O)(=O)C3)C2)cc1 (configuration not stated),2,5,5,0,-4,2,0,3,8
Cc1[nH]nc(-c2ccc(O)cc2O)c1-c1ccc(Cl)cc1,10,3,16,4,10,-3,-5,3,-4
CCN(CC)c1ccc(S(=O)(=O)N2CCOCC2)cc1NC(=O)CSc1nnc(N)s1,-1,0,0,-4,10,1,0,0,3
CCN(CC)CCNC(=O)Cn1nc(Cc2ccccc2)c2ccccc2c1=O,-5,2,0,-4,-2,3,12,3,3
O=C(O)COCC(=O)NCc1nc(-c2ccc(C(F)(F)F)cc2)no1,7,7,/,-2,4,1,/,2,/
O=C(/C=N/NC(=O)c1ccccc1Br)c1ccccc1,1,7,1,2,2,1,1,3,2
COc1ccccc1C(=O)Nc1ncc2c(n1)CC(c1ccco1)CC2=O (configuration not stated),7,-2,-1,-4,2,0,4,16,10
CCOC(=O)C1CCCN(CC(O)COCc2ccccc2OC)C1 (configuration not stated),8,0,3,-3,1,0,1,8,-2
CCOC(=O)c1nnc(-c2ccc(C)cc2)nc1Sc1ccccc1Cl,-15,0,2,3,-7,-3,-2,0,12
Cn1c(O)c(N=NC(=O)CNC(=O)c2ccccc2)c2ccccc21,-1,8,4,2,8,3,6,-2,3
O=C(NCc1ccco1)c1scc2c1OCCO2,-1,2,3,1,-3,-4,12,1,9
CC(C)(C)OC(=O)N1CCN(C(=O)OCC2c3ccccc3-c3ccccc32)CC1C(=O)O (configuration not stated),-4,-7,2,0,1,1,15,2,-7
S=c1[nH]nc(Cc2ccc(Cl)cc2)n1-c1ccc2c(c1)OCCO2,-2,-4,13,2,0,-1,5,7,0
COC(=O)c1cc2c(cc1N)OCCO2,-1,2,4,1,-2,-5,0,7,0
CCCN(CCC)CCN1C(=O)C2C(C(=O)Nc3cccc(SC)c3)C3C=CC2(O3)C1C(=O)NC1CCCCC1 (configuration not stated),-1,-2,3,-4,0,-1,10,1,1
O=C(O)c1c[nH]c2ccc(S(=O)(=O)N3CCOCC3)cc12,-7,-4,5,3,-2,-5,7,-7,-1
O=C(NCCc1ccc([N+](=O)[O-])cc1)c1ccccc1,0,2,1,3,0,0,3,2,1
O=C1CS/C(=N/N=C/c2ccncc2)N1,-2,3,/,1,-1,-1,/,-7,/
COc1ccccc1CN1CCN(C(=O)c2cccc3ccccc23)CC1,2,3,/,-1,15,1,/,10,/
Cc1nnc(N2CCOCC2)c2nn(-c3cccc(Cl)c3)c(C)c12,5,-1,-8,0,3,-1,0,-3,1
CNC(=O)c1cc(Nc2nnc(-c3ccc(C)c(S(N)(=O)=O)c3)c3ccccc23)ccc1OC,5,-9,3,1,9,-3,7,1,10
CCC1C(=O)N(c2nc(C)cc(C)n2)N=C1C (configuration not stated),4,2,-1,5,7,0,-1,4,-1
CN(C(=O)CC1C(=O)NCCN1Cc1cccc(C(F)(F)F)c1)C1CCOCC1 (configuration not stated),2,2,0,-12,0,1,-5,2,-4
O=C(COC(=O)CCSc1ccccc1)Nc1cc(F)ccc1F,9,-3,32*,-6,2,3,8,-5,-1
O=C(CSC(=S)N1CCOCC1)Nc1ncc2c(n1)CC(c1ccco1)CC2=O (configuration not stated),1,2,5,-3,-2,-2,5,-4,1
CCN(CC)c1ccc(NC(=O)c2ccc3c(c2)OCO3)c(C)c1,2,1,0,-6,-1,-1,6,-2,-5
COc1ccc(C(=O)Nc2sc(C(=O)N(C)C)c(C)c2C#N)cc1[N+](=O)[O-],12,0,-1,1,5,-1,0,6,12
Cc1ccc(S(=O)(=O)N2CCC(C(=O)Nc3nnc(C)s3)CC2)cc1,8,3,4,1,3,-1,-5,4,-6
CCc1ccc2c(COC(=O)c3n[nH]c4ccccc34)cc(=O)oc2c1,-7,13,1,1,-43,-3,-7,-3,2
Cc1cc(C)cc(NC(=O)CSCc2cnn(-c3ccccc3)c2-n2cccc2)c1,4,-15,4,-2,4,-8,4,3,1
CCc1nnc(SCC(=O)NC2CCCCC2)nc1CC,-7,-2,2,2,-4,-3,-1,7,2
CC(Nc1nc(N2CCNCC2)nc2ccccc12)c1ccccc1 (configuration not stated),2,-4,4,5,-4,-1,-1,5,1
COc1ccc(S(=O)(=O)N2CCOCC2)cc1C(=O)Nc1nc2ccccc2s1,4,4,-1,5,1,-5,8,1,-1
Fc1ccc(-c2nc(-c3cccs3)[nH]c2-c2ccc(F)cc2)cc1,3,15,5,-2,15,4,11,-2,1
O=C(NN1CCOCC1)c1c(-c2ccccc2)sc2ccccc12,-1,/,9,-2,/,/,1,/,1
Cc1ncoc1C(=O)N1CCCC(C(=O)Nc2cccc(-c3ccc(F)cc3)c2)C1 (configuration not stated),2,7,7,-2,-4,3,0,0,-7
O=[N+]([O-])c1ccc(OCc2n[nH]c(=S)n2-c2ccccc2)cc1,2,0,5,-3,-6,-3,0,2,3
COc1ccc(CNS(=O)(=O)c2ccc(N3CCCC3)cc2Br)cc1,0,/,8,-2,/,/,-1,/,2
O=Cc1ccc(N2N=C(c3ccccc3)CC2c2ccccc2)cc1 (configuration not stated),30*,-1,12,-4,2,-5,17,2,21
Cc1sc2nc(C(C)C)oc(=O)c2c1C,2,3,5,-5,2,4,1,2,9
CC(=O)N1c2ccc(S(=O)(=O)N3CCC(C(=O)Nc4ccccn4)CC3)cc2CC1C (configuration not stated),9,2,-1,0,3,3,11,2,10

# Look-ups from the results shown:
# Reading of `CCN(CC)CCNC(=O)Cn1nc(Cc2ccccc2)c2ccccc2c1=O` under PAD4 inh: -4
# Reading of `CCc1ccc2c(COC(=O)c3n[nH]c4ccccc34)cc(=O)oc2c1` under LYPLA2 inh: 13

# Remaining list, next part
SMILES,pPAFAH inh,LYPLA2 inh,PAFAH1B2 inh,PAD4 inh,PME-1 inh,LYPLA1 counter,PAFAH1B3 inh,GSTO1 inh,PAFAH2 FP inh
CCCCn1c(N)c(N(CCOC)C(=O)c2cc(S(=O)(=O)N3CCCCC3)ccc2Cl)c(=O)[nH]c1=O,2,0,1,-1,-2,-1,-2,0,-1
CCn1c(SCC(=O)N/N=C/c2c[nH]c3ccccc23)nnc1-c1ccc(Cl)cc1,6,2,6,3,5,0,-4,3,-5
CCCN(CCC)C(=O)c1ccc2c(c1)N(CC)C(=O)c1ccccc1S2(=O)=O,-2,2,-1,-1,-2,-2,12,-6,2
O=C(COc1ccccc1/C=C1\SC(=S)NC1=O)Nc1ccc(F)cc1,-3,/,-4,-5,/,/,6,/,-9
COc1cc(C)ccc1OCCCOc1cc(C)ccc1Cl,4,-4,-4,-2,-1,-2,2,7,-1
O=C(C[n+]1cc(-c2ccc(F)cc2)n2c1CCC2)OCc1ccccc1,1,4,8,-2,2,1,6,1,-5
Cc1ccc(N2C(=O)CC(c3ccsc3)C3=C2CC(C)(C)CC3=O)cc1 (configuration not stated),5,1,2,8,11,0,6,-1,-1
O=C(NCc1cccnc1)c1ccccn1,2,0,3,-8,-2,-2,0,-6,-3
Cc1ccc(NC(=O)Nc2cnc3ccccc3c2)cc1,-2,-12,4,-2,-41,-13,2,11,-6
Cc1ccc(NC(=O)c2ccccc2CCc2ccccc2)c(C)c1,6,3,5,2,-9,3,-3,0,1
CCO/N=C(\C)c1c(O)c(CC)c(-c2ccccc2)n(-c2ccccc2)c1=O,0,3,14,2,5,-2,-3,0,-6
CCCn1c(C)cc(C(=O)COC(=O)CN=C2NS(=O)(=O)c3ccccc32)c1C,-6,-12,0,3,2,-2,7,6,2
Cc1cccc(Oc2ccc(S(=O)(=O)N3CCCCC3)cc2N)c1,6,2,3,0,-4,-1,8,-8,8
COc1ccc(C(=O)Nc2cc(C)on2)cc1[N+](=O)[O-],4,-1,-6,1,-4,-2,1,0,-1
COc1ccccc1-c1nc(C#N)c(NCCCn2ccnc2)o1,5,1,7,-1,0,1,6,5,4
CS/C(=N\NC(N)=O)c1ccccc1,0,1,0,-2,-3,-1,10,3,-10
Cc1ccc(Cl)cc1S(=O)(=O)N1CCC(C(=O)NC2CCN(Cc3ccccc3)CC2)CC1,2,-3,7,-1,18,-3,-4,-2,-8
CN(CC(=O)Nc1cccc(F)c1)C(=O)c1ccc(N2CCOCC2)c([N+](=O)[O-])c1,8,-5,-2,0,5,-4,2,5,4
COc1ccccc1NC(=O)CSc1nnnn1-c1ccccc1F,2,5,-3,-5,2,2,0,1,0
CC1CN(C(=O)N2CCOCC2)CCN1C(=O)N1CCOCC1 (configuration not stated),1,5,-1,6,4,0,2,9,-2
COc1ccc(CCNC(=O)CCNC(=O)c2ccc([N+](=O)[O-])cc2)cc1,5,4,7,-1,0,0,11,0,0
O=C(OCCN1CCN(C2=NS(=O)(=O)c3ccccc32)CC1)c1ccccc1F,-1,1,4,-1,4,-2,2,1,4
O=C(CCC1CCCN(C(=O)Cn2cnnn2)C1)NCc1ccc(F)c(F)c1 (configuration not stated),3,-3,2,-4,-7,0,5,18,0
CCC(CC)C(=O)NCCc1cc2c(C)ccc(C)c2[nH]c1=O,-5,1,2,-3,-4,-1,8,-3,-2
C(#Cc1c(-c2ccsc2)sc2ccccc12)c1ccsc1,1,/,1,1,/,/,-4,/,1
Cc1ccc(S(=O)(=O)n2nc(OC(=O)c3ccco3)cc2N)cc1,4,7,6,-1,-1,0,3,1,2
Cc1ncc([N+](=O)[O-])n1CC(=O)Nc1ccc(OC(F)(F)Cl)cc1,3,3,6,-1,-2,1,3,2,3
CC(C)(C)c1ccc(C(=O)Nc2ccc([N+](=O)[O-])cn2)cc1,2,-2,1,0,-2,-2,2,1,-2
O=C(NCCc1ccccc1)c1ccccc1NC(=O)C1CCCO1 (configuration not stated),1,-2,5,-2,-1,-5,14,4,4
CCOc1ccc(NC(=O)CN2C(=O)S/C(=C/c3cccn3C)C2=O)cc1,0,-13,-7,-4,-9,-3,-8,-30,-26
CCCCCC/C=N/Nc1nnc(Cc2ccccc2)c(=O)[nH]1,1,-1,3,0,-6,-2,-1,2,0
Clc1cccc(Nc2ncnc3c2cnn3-c2ccccc2)c1,-20,-70,-10,2,-70,-42,-18,-22,-40
